Screening results as filed in PubChem BioAssay.
D2 antagonist – antagonizes the human D2 dopamine receptor | P14416 | HEK293 TREx D2 cells, calcium flux, dopamine EC80 | inhibition, % at 10 µM | 340,000 compounds, 2% hits | AID 485344; in the data active means inhibition above about 30%; further: 0% is about no effect
Target sequence (P14416 whole entry, looked up): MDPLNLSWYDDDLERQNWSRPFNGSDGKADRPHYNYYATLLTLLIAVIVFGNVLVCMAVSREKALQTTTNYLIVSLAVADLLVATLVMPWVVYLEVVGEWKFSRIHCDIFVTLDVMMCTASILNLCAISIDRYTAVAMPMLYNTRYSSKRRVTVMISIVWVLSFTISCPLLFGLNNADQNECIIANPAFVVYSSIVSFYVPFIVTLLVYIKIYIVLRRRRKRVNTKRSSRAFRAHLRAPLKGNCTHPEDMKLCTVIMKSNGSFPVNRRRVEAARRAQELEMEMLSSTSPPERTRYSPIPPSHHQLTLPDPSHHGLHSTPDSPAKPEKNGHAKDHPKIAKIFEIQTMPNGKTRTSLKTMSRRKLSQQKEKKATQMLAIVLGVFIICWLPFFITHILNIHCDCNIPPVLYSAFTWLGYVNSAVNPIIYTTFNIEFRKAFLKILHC
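Overnight-induced (tetracycline, 30 C) HEK293 T-REx cells carrying force-coupled D2 receive a no-wash calcium dye, then compound, then EC80 dopamine at 180 s; signals are read kinetically throughout.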
TrxR1 inh – blocks rat thioredoxin reductase 1; AID 588453; Potency, µM (titrated, usually from 114 µM), inactives show top-dose activity change, negative = inhibition, hits mostly inhibitors; recombinant rTrxR1, NADPH fluorescence consumption, selenite substrate; 390,000 compounds, 1% hits; further: potency means the concentration at half of the fitted maximal effect; on the % scale 0 is the no-effect control and ±100 the full control effect; nearly all actives have a fitted effect of over 65% in size
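Rat TrxR1 (90 nM in the dispensed reagent) was pre-reduced with 400 uM NADPH for 5 min at room temperature, then incubated with compound for 15 min. After 400 uM selenite was added, NADPH fluorescence (Ex 340/Em 450 nm) was followed for 8 min.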
D2 agonist – activates the human D2 dopamine receptor. HEK293 T-REx D2 cells, calcium flux agonist mode. AID 485358. 340,000 compounds, 0.53% hits. activation, % at 2 µM;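 active means activation over 3 SD above normal in the single-dose calcium agonist read, cut at about 30% in these data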; further: 0% is about no effect
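HEK293 Trex D2 cells, tetracycline-induced, o/n 30 C 5% CO2; no-wash Ca dye, RT 30–90 min; 10-cycle baseline, 23 nl cpd added, kinetic Ca read 180 s; agonist hits = positive Ca response.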
TRHR enhancer – allosteric enhancers of human TRH receptor | TRHR cells, fluo-8 calcium fluorescence, EC20 TRH enhancement | enhancement, % at 2 µM | 360,000 compounds, 0.66% hits; in the data active means enhancement above about 30%; further: 0% is about no effect
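TRHR-expressing cells loaded with fluo-8 calcium dye were read kinetically (ex 480/em 530) during compound addition, then stimulated with an EC20 of TRH (10 nM final). Enhancement of the Gq-mediated intracellular calcium response was scored.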
PI4K2A inh – inhibitors of human PI4K2A | purified PI4K2A, ADP-Glo luminescence, 1 h; hits give low values | activity change, negative = inhibition, % at 76.9 µM | 420,000 compounds, 0.13% hits; in the data active means activity change below about -50%; inconclusive means mostly about -30% to -49%;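 further: -100% = wells without enzyme as full effect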
Target sequence (Q9BTU6 whole entry, looked up): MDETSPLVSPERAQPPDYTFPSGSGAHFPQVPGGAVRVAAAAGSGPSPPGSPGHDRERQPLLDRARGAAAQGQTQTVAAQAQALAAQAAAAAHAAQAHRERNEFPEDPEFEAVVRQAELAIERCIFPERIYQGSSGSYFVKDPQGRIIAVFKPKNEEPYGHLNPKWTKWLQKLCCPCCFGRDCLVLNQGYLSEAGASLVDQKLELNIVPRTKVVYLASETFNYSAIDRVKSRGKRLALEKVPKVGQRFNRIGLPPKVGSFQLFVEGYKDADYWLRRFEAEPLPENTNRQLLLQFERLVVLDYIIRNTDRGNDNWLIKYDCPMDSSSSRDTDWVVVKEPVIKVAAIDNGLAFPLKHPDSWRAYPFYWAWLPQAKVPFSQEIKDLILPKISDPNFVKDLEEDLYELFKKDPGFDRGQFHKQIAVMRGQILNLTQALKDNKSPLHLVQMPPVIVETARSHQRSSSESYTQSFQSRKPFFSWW
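PI4K2A activity was measured by ADP-Glo luminescence: enzyme (4 ug/mL stock) and phosphatidylinositol (1.2 mM stock) in Tris pH 7.5/MgCl2/EGTA/Triton X-100 buffer were reacted with ATP (300 microM stock) for one hour at ambient temperature.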
TRHR ag – TRH receptor (human) agonism. P34981. TRHR cells, calcium flux fluo-8, FDSS agonist mode. activation, % at 2 µM. 360,000 compounds, 0.18% hits. AID 493084; in the data active means activation above about 30%; further: 0% is about no effect
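Read-out: compound-evoked intracellular calcium rise in TRHR cells, fluo-8 dye, kinetic FDSS fluorescence at 1 s/cycle following a 10-cycle baseline. Cells cultured overnight before dye loading (30 min–1.5 h, RT).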
TrxR1 substrate – substrates of rat thioredoxin reductase 1 | O89049 | purified TrxR1 substrate turnover, NADPH consumption readout | Potency, µM (top dose mostly 114 µM), for inactives: at the top dose activity change, negative = substrate turnover | 390,000 compounds, 0.01% hits; further: potency means the concentration at half of the fitted maximal effect; on the % scale 0 is the no-effect control and ±100 the full control effect; nearly all actives have a fitted effect of over 50% in size
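Rat TrxR1, dispensed at 90 nM, was prereduced with 400 uM NADPH (final) for 5 min at ~22 deg C, then incubated with compound 15 min before 400 uM selenite. A first-read NADPH fluorescence drop versus no-compound background flagged substrates.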
USP1 inh – inhibitors of human USP1/UAF1 deubiquitinase; O94782; recombinant USP1/UAF1, Ub-Rhodamine cleavage fluorescence; Potency, µM (titrated, usually from 57.1 µM), without a hit: at the top dose activity change, negative = inhibition, hits mostly inhibitors; 390,000 compounds, 0.23% hits; AID 743255; further: potency means the concentration at half of the fitted maximal effect; on the % scale 0 is the no-effect control and ±100 the full control effect; nearly all actives have a fitted effect of over 60% in size; inactives centre near -12
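Step one: compound is pinned into 1nM USP1/UAF1 in HEPES pH 7.8 buffer with TCEP. Step two: 15 min room-temperature incubation. Step three: Ub-Rho (150nM final) starts cleavage, tracked by fluorescence over six one-minute reads.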
IDH1 R132H inh – inhibitors of human mutant IDH1 R132H. O75874. IDH1-R132H enzyme, NADPH consumption, diaphorase/resazurin fluorescence. Potency, µM (series often up to 76.6 µM), inactives show top-dose activity change, negative = inhibition, most hits filed as inhibitors. 390,000 compounds, 0.093% hits. AID 602179; further: potency means the concentration at half of the fitted maximal effect; on the % scale 0 is the no-effect control and ±100 the full control effect; nearly all actives have a fitted effect of over 65% in size
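IDH1-R132H (0.5 ug/mL) preincubated 30 min with compound, then NADPH (0.016 mM) and alpha-KG (2 mM) added; 80 min at RT, pH 7.5. Remaining NADPH coupled via diaphorase/resazurin to fluorescence (540/590 nm); concentration-response curves normalized to no-enzyme control.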
* marks the source's active call; other numbers are inactive results; u = inconclusive; x = not tested or not shown; [ ] = another dose, or the depositor's remark. Unless noted, the call rests on the fitted dose curve; in most records, active means well fitted inhibition curve with a large enough effect; inconclusive means small, poorly fitted or top-dose-only effect; inactive means no such curve, though single readings can be large or run the other way. An excerpt (hit frequency here may not be typical).

Molecule	D2 antagonist	TrxR1 inh	D2 agonist	TRHR enhancer	PI4K2A inh	TRHR ag	TrxR1 substrate	USP1 inh	IDH1 R132H inh
CCOC(=O)COc1ccc(/C=C2\C(=O)NC(=S)N(c3ccc(OC)cc3)C2=O)cc1OC	-4.4	3.16µM*	-0.1	-2.1	-4.9	0.0	-0.7%	-19.0%	-10.3%
c1ccc(CNc2c3c(nc4ccccc24)CCC3)cc1	-2.2	9.8%	-1.5	8.4	0.8	0.3	5.6%	-10.2%	0.0%
N/C(=N/[N+](=O)[O-])N1CCN(C(=O)c2ccc(Cl)cc2)CC1	-6.1	-22.5%	0.6	17.1	1.1	0.8	-17.4%	-16.0%	-0.3%
COc1ccccc1NC(=O)N1C[C@@H]2C[C@@H](C1)c1cccc(=O)n1C2	-1.0	-6.6%	-1.2	1.3	-5.4	-1.1	-8.9%	11.3%	-8.1%
c1ccc(C2CN3CCC2CC3)cc1 (stereo unspecified)	x	14.2%	x	0.3	3.4	0.6	5.3%	-10.2%	7.1%
CCc1nc2ccccc2c(=O)n1-c1cccc(OC)c1	-14.2	9.0%	-1.7	5.7	3.2	-0.3	4.7%	-16.1%	-1.0%
O=C(CSC1c2ccccc2-c2ccccc21)N/N=C/c1ccccc1	0.9	13.9%	0.1	2.7	-3.3	0.1	-8.3%	-16.2%	17.2%
Cc1ccccc1CN1CCN(Cc2ccccc2)CC1	-21.4	-3.2%	1.2	4.1	-0.4	-0.6	-4.3%	2.3%	-6.8%
COc1ccccc1N=C1SCCCN1C	-9.0	7.5%	-0.2	-2.5	-0.2	1.2	-3.1%	-4.6%	5.7%
CCOc1cc(C(=O)N2CCC3(CC2)OCCO3)cc(OCC)c1OCC	-12.2	22.2%	1.5	-2.8	-3.7	0.7	7.6%	-4.0%	10.5%
COc1ccc(-c2cc(=Nc3ccccc3)c3cc(C)ccc3o2)cc1	-20.9	17.3%	-1.2	20.4	-7.8	-0.4	68.7%[activator]	-10.8%	-4.9%
COC(=O)C1=C(c2ccc(Cl)c(C(F)(F)F)c2)C[C@@H]2CC[C@H]1N2C(=O)NCCNC(C)=O	13.9	-6.7%[57.1 µM]	-0.1	-8.8	1.3	-0.6	-0.2%[57.1 µM]	-27.4%	-6.3%
COc1ccc(C(C)=O)cc1CC(C(=O)c1ccccc1)N(C)C (stereo unspecified)	11.8	-7.3%	0.9	-5.7	3.6	1.9	-0.8%	-17.8%	2.4%
CN1[C@@H]2CC[C@H]1CC(OC(=O)C1C=Nc3ccccc31)C2 (stereo partly specified)	-36.8	27.7%	1.3	-5.3	-4.9	0.6	5.0%	10.4%	-6.1%
Cc1cccc(Cn2cccc(C(=O)Nc3nc4ccccc4s3)c2=O)c1	x	20.8%[57.1 µM]	0.8	1.5	-2.3	1.2	-4.8%[57.1 µM]	2.1%	6.2%
COC(=O)c1cc(C(O)(C(=O)OC)C(F)(F)F)c(/N=C/N(C)C)s1 (stereo unspecified)	-7.9	7.3%	0.2	39.3*	-0.3	0.2	3.0%	17.3%	-1.1%
COc1ccc(C(=O)N2Cc3cnnn3-c3ccccc3C2C#N)cc1 (stereo unspecified)	x	25.4%	x	x	5.3	x	11.5%[2.29 µM]	-8.4%	6.6%[38.3 µM]
CN(C)c1ccc([P+](=O)c2ccc(N(C)C)cc2)cc1	-15.1	6.2%[57.1 µM]	1.1	-3.8	3.1	-0.1	0.6%[57.1 µM]	-12.4%	-1.8%
COc1cc(/C=C2\C[C@H]3[C@@H]4CC=C5C[C@@H](N6CCCC6)CC[C@]5(C)[C@H]4CC[C@]3(C)[C@H]2O)cc(OC)c1OC	x	-1.3%[57.1 µM]	x	x	-3.9	x	15.7%[11.4 µM]	-14.2%	3.6%
Cc1nn(CC(C)C)c(Cl)c1C(=O)O	-1.5	5.8%[57.1 µM]	1.8	0.0	-0.3	0.3	-7.3%[57.1 µM]	-13.7%	3.5%
COc1ccc(CCn2c(NN=C3CCCCC3)nc3c2c(=O)[nH]c(=O)n3C)cc1	-14.4	u	1.0	1.3	-10.7	-0.7	11.9%	-23.6%	5.3%
Cc1ccc2c(c1N)C(=O)c1ccccc1C2=O	1.0	15.6%	3.6	-1.7	-10.6	4.1	-2.8%	-25.4%	23.2%
O=C1N[C@@H](Cc2ccccc2)C(=O)N2[C@H]1C[C@H]1c3ccccc3N(OOSc3ccccc3)[C@H]12	x	3.6%	x	x	0.6	x	0.6%	u	-7.4%[38.3 µM]
C/C(=C\c1ccc(N(C)C)cc1)[N+](=O)[O-]	-7.2	u	1.9	-3.6	21.1	7.2	-7.0%	1.5%	2.4%
O=C1CN=C(c2ccccc2)c2cc(Br)ccc2N1Cc1cc(=O)n2ccccc2n1	1.8	-20.0%	-1.1	-7.8	6.3	1.0	-7.5%	-9.0%	2.6%
CN1CCN(c2ccc(C(N)=O)cc2[N+](=O)[O-])CC1	-5.3	-18.4%	-0.5	1.7	2.3	-0.1	-11.5%	-15.2%	3.8%
O=C(c1ccoc1)N1CCCC(N2CCN(c3cccc(C(F)(F)F)c3)CC2)C1 (stereo unspecified)	-16.8	u	0.8	9.1	-2.9	1.2	-13.5%	-4.6%	3.8%
CCN1C(=O)NC(=O)/C(=C\c2cn(CC(=O)N3CCCC3)c3ccccc23)C1=O	1.4	u	0.4	12.8	-13.3	1.5	-18.7%	-2.2%	10.7%
Cc1c(N=Cc2c(O)n(Cc3ccc(F)cc3)c(=O)[nH]c2=O)c(=O)n(-c2ccccc2)n1C	x	-10.9%	x	3.5	6.8	0.1	-2.7%	-15.6%	1.7%
CCOc1ccc(-n2c(-c3ccoc3)nc3ccccc3c2=O)cc1	-3.2	18.5%	0.1	-3.8	2.7	-0.6	2.1%	-11.2%	5.9%

Record cards, from the list above. Values in the order: D2 antagonist, TrxR1 inh, D2 agonist, TRHR enhancer, PI4K2A inh, TRHR ag, TrxR1 substrate, USP1 inh, IDH1 R132H inh
O=C1CN=C(c2ccccc2)c2cc(Br)ccc2N1Cc1cc(=O)n2ccccc2n1 is entered as 1.8, -20.0%, -1.1, -7.8, 6.3, 1.0, -7.5%, -9.0%, 2.6%
O=C1N[C@@H](Cc2ccccc2)C(=O)N2[C@H]1C[C@H]1c3ccccc3N(OOSc3ccccc3)[C@H]12 is entered as x, 3.6%, x, x, 0.6, x, 0.6%, u, -7.4%[38.3 µM]
COc1ccc(C(=O)N2Cc3cnnn3-c3ccccc3C2C#N)cc1 (stereo unspecified) is entered as x, 25.4%, x, x, 5.3, x, 11.5%[2.29 µM], -8.4%, 6.6%[38.3 µM]
CCOc1ccc(-n2c(-c3ccoc3)nc3ccccc3c2=O)cc1 is entered as -3.2, 18.5%, 0.1, -3.8, 2.7, -0.6, 2.1%, -11.2%, 5.9%
COc1ccc(-c2cc(=Nc3ccccc3)c3cc(C)ccc3o2)cc1 is entered as -20.9, 17.3%, -1.2, 20.4, -7.8, -0.4, 68.7%[activator], -10.8%, -4.9%

Continued.
compound,D2 antagonist,TrxR1 inh,D2 agonist,TRHR enhancer,PI4K2A inh,TRHR ag,TrxR1 substrate,USP1 inh,IDH1 R132H inh
CCCCCCn1c(=O)c(C(=O)Nc2ccncc2)c(O)c2ccccc21,-0.9,x,0.4,2.8,x,-0.3,x,x,x
CN1C(CC(O)c2ccccc2)CCCC1CC(O)c1ccccc1 (stereo unspecified),2.8,21.9%,0.2,10.9,3.4,0.2,1.6%,-17.5%,3.3%
Cc1cc(/C=C2\C(=O)NC(=O)N(c3ccc(Cl)cc3)C2=O)c(C)n1-c1cccc(C(=O)O)c1,-2.6,-35.7%,0.3,-4.4,-11.2,0.7,-10.8%,-7.3%,5.5%
CC(C)(C)C(=O)NC1CCSC1=O (stereo unspecified),-2.9,x,0.6,-2.5,x,0.5,x,x,x
COCc1cc(OC(=O)N(C)C)nc(-c2ccccc2)n1,-5.6,-81.2%,1.0,11.2,4.4,0.3,5.8%,-17.9%,0.4%
O=S(=O)(NC1CCCCCCC1)OCC(Cl)(Cl)Cl,13.1,17.0%,-0.8,2.0,2.2,0.4,-6.3%,-14.5%,1.5%
C[C@]12CC[C@H](O)C[C@H]1CC[C@@H]1C2CC[C@]2(C)[C@@H](C3=CC(=O)OC3)[C@@H](O)C[C@]12O (stereo partly specified),8.9,10.0%[57.1 µM],-1.1,2.6,2.3,-0.2,7.0%,-14.2%,-5.6%
O=c1cccc2n1CC1CNCC2C1 (stereo unspecified),29.9,-5.5%,-1.3,-1.4,0.7,-0.2,2.5%,-20.4%,8.6%
COC(=O)C1=C(c2ccccc2)C[C@@H]2CC[C@H]1N2C(=O)NCCS(C)=O (stereo partly specified),x,22.3%,x,x,0.2,x,3.7%,-18.0%,-0.7%
